Mdm2 ligase inh: blocks human Mdm2 ubiquitin ligase activity; Q00987; cell-based MDM2 ubiquitination luciferase reporter, 2 h; 0 = plate control, 100 = twice control, blank-subtracted; signal enhancement, % at 5 µM; hit rate 0.11% among 210,000;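 active means signal enhancement of 30% or more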;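 further: luminescence tracks abundance of the self-degrading MDM2-luciferase fusion protein; higher signal means inhibition of MDM2 E3 ligase activity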
Target sequence (Q00987 whole entry, looked up, the tested form may be a part): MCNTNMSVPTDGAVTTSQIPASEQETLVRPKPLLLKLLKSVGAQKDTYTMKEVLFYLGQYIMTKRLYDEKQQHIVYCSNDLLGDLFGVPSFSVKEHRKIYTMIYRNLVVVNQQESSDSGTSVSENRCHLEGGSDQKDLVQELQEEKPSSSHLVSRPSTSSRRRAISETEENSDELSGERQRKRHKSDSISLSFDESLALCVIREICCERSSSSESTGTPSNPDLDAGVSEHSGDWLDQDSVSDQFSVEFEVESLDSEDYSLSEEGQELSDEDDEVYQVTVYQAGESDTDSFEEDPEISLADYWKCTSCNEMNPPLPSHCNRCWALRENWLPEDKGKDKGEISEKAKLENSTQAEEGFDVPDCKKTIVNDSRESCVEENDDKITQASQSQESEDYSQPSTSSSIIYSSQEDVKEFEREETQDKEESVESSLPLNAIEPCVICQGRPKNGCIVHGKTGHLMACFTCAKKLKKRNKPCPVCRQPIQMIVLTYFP
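Test system: mammalian cells stably expressing self-ubiquitinating, self-degrading MDM2 E3–luciferase fusion; Amount: 2000 cells in each well; Medium: DMEM; Schedule: 4 h settle plus 2 h compound, 37 °C; Technique: SteadyLite luciferase luminescence after 15 min room-temperature reagent incubation; Benchmarks: plate control and blank wells.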
NPY2 pot ag: human NPY-Y2 potentiation or agonism, primary screen | AID 1359 | cells expressing NPY-Y2, potentiator/agonist read-out | P49146 | activation, % at 3.6 µM | hit rate 0.45% among 220,000; in the data active means activation above about 27%;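 further: cells stimulated with NPY near EC25 plus isoproterenol at EC100; 0% = vehicle plus submaximal agonist and 100% = vehicle plus saturating agonist; some results beyond the cut were filed as inactive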
NPY1 pot ag: potentiates or activates human NPY-Y1 receptor | P25929 | AID 1304 | hit rate 0.37% among 220,000 | NPY-Y1 expressing cells, potentiator/agonist activation | activation, % at 3.6 µM; in the data active means activation above about 33%, passing the limit was not always enough;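 further: cells stimulated with NPY at EC10 then isoproterenol at EC100; 0% = low agonist plus stimulus and 100% = saturating agonist plus stimulus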
Target sequence (P25929 whole entry, looked up): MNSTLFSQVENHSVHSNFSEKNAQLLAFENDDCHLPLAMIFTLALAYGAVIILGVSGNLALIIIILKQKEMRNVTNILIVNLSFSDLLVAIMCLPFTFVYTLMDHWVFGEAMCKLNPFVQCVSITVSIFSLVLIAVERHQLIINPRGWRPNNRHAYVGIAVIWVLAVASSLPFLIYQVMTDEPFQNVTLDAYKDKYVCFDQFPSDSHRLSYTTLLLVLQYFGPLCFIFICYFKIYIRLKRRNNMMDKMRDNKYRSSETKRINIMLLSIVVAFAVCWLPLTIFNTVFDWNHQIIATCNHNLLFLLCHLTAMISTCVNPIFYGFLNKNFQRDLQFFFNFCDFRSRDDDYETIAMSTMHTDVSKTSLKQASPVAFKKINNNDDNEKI
p97 ATPase inh: inhibitors of human p97 ATPase. recombinant p97 ATPase, Kinase-Glo ATP luminescence, 3 h. inhibition, % at 8 µM. hit rate 0.42% among 220,000. P55072; in the data active means inhibition above about 15%;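 further: 0% = DMSO vehicle and 100% = wells lacking enzyme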
NPY-Y1 antag: NPY-Y1 (human) receptor antagonism; hit rate 1% among 200,000; inhibition, % at 3.6 µM; HEK293-CNG Y1 cells, membrane potential fluorescence; NPY at EC95, then isoproterenol; P25929;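 active means inhibition above the campaign mean inhibition of all tested compounds plus 3 SD, cut at about 20% in these data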;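 further: 0% = DMSO wells given NPY plus isoproterenol and 100% = isoproterenol alone without NPY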
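Material: HEK293 Y1/CNG channel cell line; also added: NPY (25 nM), isoproterenol (1 µM), Ro 20-1724 (25 µM); doses: one concentration, 3.6 µM, in 0.4% DMSO; schedule: compound incubation 1 h at room temperature, readout 45 min post-stimulation; technique: membrane potential fluorescence; measure: fluorescence ratio normalized to % inhibition between controls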
Hck-Nef inh: inhibitors of human Hck kinase activated by Nef. P08631. Recombinant Hck-YEEI plus Nef, Z-Lyte FRET kinase assay. inhibition, % at 20 µM. hit rate 0.68% among 220,000. AID 463187;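 active means Hck-Nef kinase inhibition above about 50%, limit read from the data; inactive means inhibition below that limit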;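 further: 0% = DMSO with Hck plus Nef and 100% = Hck alone without Nef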
Runt-CBFb FRET: inhibitors of human RUNX1 Runt domain binding to CBFb. Cerulean-Runt/Venus-CBFb FRET ratio 530/480, 1 h. inhibition, % at 20 µM. hit rate 0.46% among 220,000;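 active means inhibition over about 50% at 20 µM in the single-dose screen, limit read from the data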;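 further: 0% = DMSO wells and 100% = excess unlabeled CBFb competitor control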
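Measured by: fluorescence energy transfer, 422 nm excitation, 530/480 nm emission; Assay system: Cerulean-Runt domain; Medium: Tris pH 7.5 buffer with BSA; Measure: loss of energy transfer signal; Controls: 5 µM unlabeled CBFb as full-inhibition high control; Incubation: protein complex preformed 1 h, compound exposure 1 h, room temperature, dark.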
Runt-SMMHC FRET: inhibitors of human RUNX1 Runt domain binding to CBFb-SMMHC; hit rate 0.74% among 220,000; Q01196+Q13951; inhibition, % at 20 µM; Cerulean-Runt/Venus-CBFb-SMMHC FRET ratio 530/480, 1 h;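 active means mean inhibition across duplicate retests at 20 µM reaching about 50%, limit read from the data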;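 further: 0% = DMSO wells and 100% = wells with excess untagged CBFb-SMMHC; inhibitors lower the FRET ratio by blocking Runt binding to CBFb-SMMHC; some results filed as inactive read as strong as hits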
RBBP9 inh: inhibitors of human serine hydrolase RBBP9; O75884; recombinant RBBP9, FP-Rh probe fluorescence polarization; inhibition, % at 7.94 µM; hit rate 0.2% among 220,000; AID 1515;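 active means inhibition above the campaign mean of all tested compounds plus 3 SD, cut at about 14% in these data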;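 further: plate controls were DMSO wells with RBBP9 for no effect and wells lacking RBBP9 protein for full effect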
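system = RBBP9 protein | input = RBBP9 at 2.5 µM in dispensed solution, before mixing | measured by = fluorescence polarization (mP), excitation 525 nm, emission 598 nm | incubation = enzyme-compound preincubation 30 min, then probe labeling 45 min, 25 °C | buffer or medium = Tris-NaCl-Pluronic buffer, pH 8.0 | compound = single dose 7.94 µM | also added = FP-Rh probe, 375 nM dispensing solution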
The depositor's hits bear a star; / = no result given.

1. CC(C)Cc1nc(C#N)c(N2CCC(C(N)=O)CC2)o1
2. Cc1ccccc1C(=O)Nc1ccccc1C(=O)N/N=C\c1ccco1
3. CC(C)(C)c1nc(SCC(=O)NCc2ccco2)c2ccccc2n1
4. C/C(=N/OCc1ccc(Br)cc1)c1ccccn1
5. CCCn1nnc(NC(=O)c2ccc(Br)o2)n1
6. COCCCNC(=O)Cn1nnc(-c2ccc(NC(=O)c3cccnc3)cc2)n1
7. CC(=O)N1CCc2cc(S(=O)(=O)NC(CC(C)C)C(=O)Nc3ccc4c(c3)OCCO4)ccc21 (centres undefined)
8. Cc1ccc(NC(=O)c2c3c(nc4ccccc24)CCC3)cc1

compound no.,1,2,3,4,5,6,7,8
Mdm2 ligase inh,-15,-3,-14,-20,-14,-2,-19,-5
NPY2 pot ag,10,-14,-7,1,5,9,5,-50
NPY1 pot ag,-26,-11,-6,-6,14,4,-3,-28
p97 ATPase inh,-1,-2,-5,2,0,-1,1,2
NPY-Y1 antag,-3,1,4,1,4,3,-4,12
Hck-Nef inh,4,2,4,-12,-2,28,1,37
Runt-CBFb FRET,1,0,4,-1,-1,-1,0,1
Runt-SMMHC FRET,-2,1,1,-2,1,0,-1,-1
RBBP9 inh,3,-2,-11,-7,-3,-7,-9,-1

9. COc1cc(C2CC(=O)c3c(O)cc(O)cc3O2)ccc1O (centres undefined)
10. CCC(=O)Nc1nc2c(OC)ccc(OC)c2s1
11. Cc1cc(C(F)(F)F)nn1CC(=O)N1CCCCC1C (centres undefined)
12. Cc1noc(C)c1S(=O)(=O)NC1CCN(Cc2ccccc2)CC1
13. CC(C)(C)c1sc(N)nc1-c1ccccc1
14. CC(c1ccon1)N(C)Cc1cn[nH]c1-c1ccc(-c2ccccc2)cc1 (centres undefined)
15. CCC(=O)NC(C)C(c1cccs1)N1CCN(c2ccccc2)CC1 (centres undefined)
16. CCOc1ccc(-c2nnc(-c3ccco3)o2)cc1

compound no.,9,10,11,12,13,14,15,16
Mdm2 ligase inh,1,-12,-6,-5,/,-6,-13,-88
NPY2 pot ag,7,9,-6,/,27,-10,7,-6
NPY1 pot ag,-13,11,-8,/,25,12,3,-25
p97 ATPase inh,2,8,0,/,-6,2,2,1
NPY-Y1 antag,-5,4,-1,/,-10,-1,3,11
Hck-Nef inh,11,4,-1,4,0,4,-2,0
Runt-CBFb FRET,0,2,-2,3,/,-4,2,-1
Runt-SMMHC FRET,-1,1,0,2,/,0,3,0
RBBP9 inh,-12,-1,-9,/,-1,2,-2,-4

17. Nc1nc(-c2ccccc2)nn1C(=O)Cc1ccccc1
18. CC1=C/C(=N\NC(=S)NCCc2ccccc2)CC(C)(C)C1
19. Cc1csc(Nc2ccc(C(=O)O)cc2)n1
20. O=C(c1ccco1)N1CCN(C(=O)c2cc3c(s2)-c2ccccc2OC3)CC1
21. O=C(Nc1ccc2c(c1)OCO2)C1CC(c2c(F)cccc2Cl)=NO1 (centres undefined)
22. O=C(c1cnn2cccnc12)N1CCN(Cc2ccc3c(c2)OCO3)CC1
23. COc1ccc(-n2c(SCC(=O)Nc3cc(C)on3)nc3c(c2=O)SCC3)cc1
24. COC(=O)c1ccccc1NC(=O)c1ccc(-c2cccc(Cl)c2)o1

compound no.,17,18,19,20,21,22,23,24
Mdm2 ligase inh,-6,-74,-6,-6,-15,-14,-13,-26
NPY2 pot ag,-7,-22,6,-20,-21,-1,16,-10
NPY1 pot ag,4,-10,10,-8,-8,-23,-2,-19
p97 ATPase inh,-1,1,1,1,3,1,3,5
NPY-Y1 antag,7,7,/,5,3,0,-3,-5
Hck-Nef inh,4,1,-4,30,6,0,1,9
Runt-CBFb FRET,1,0,1,2,0,-1,-3,2
Runt-SMMHC FRET,-1,2,-1,-3,-5,0,-2,-1
RBBP9 inh,-6,-1,-8,-6,4,-10,1,-5

25. Cc1ccc(C(=O)O)cc1-c1ccc(C=C2C(=O)c3ccccc3C2=O)o1
26. Cc1ccc2c(Cl)c(C(=O)NCCCn3ccnc3)sc2c1
27. OCCN1CCOCCN(CCO)CCN(CCO)CC1
28. O=S(=O)(NCc1csc(-c2cccs2)n1)c1cccs1
29. CCOc1ccc(C(=O)Nc2cccc(C)n2)cc1
30. CCNC(=S)N1CCC(C(O)(c2ccccc2)c2ccccc2)CC1
31. O=C(CSc1cn(CCNC(=O)c2ccccc2)c2ccccc12)NCc1ccco1
32. CC(=O)Oc1ccccc1C1C[C@]2(C)CC(=O)NC2N1C(C)=O (some centres undefined)

compound no.,25,26,27,28,29,30,31,32
Mdm2 ligase inh,-27,1,-11,-7,-15,-14,-9,-13
NPY2 pot ag,-6,-1,5,-7,2,4,-2,11
NPY1 pot ag,-11,-30,7,3,-3,11,3,-4
p97 ATPase inh,9,-2,-2,2,-9,4,-5,-1
NPY-Y1 antag,5,3,-3,/,-4,-3,10,1
Hck-Nef inh,39,10,-2,18,2,3,2,1
Runt-CBFb FRET,12,-2,-4,-2,-1,2,1,-1
Runt-SMMHC FRET,-17,0,-5,1,-7,2,-2,-6
RBBP9 inh,7,-6,-6,-8,-6,-6,-5,1

33. COc1cc(NC(=O)c2cccs2)c(OC)cc1NC(=O)CCC(=O)Nc1ccc2ncccc2c1
34. C=CCN(c1cccc(C(F)(F)F)c1)S(=O)(=O)c1cccc(C(=O)OCC(=O)NC(N)=O)c1
35. Cc1nc2cc(C(F)(F)F)ccc2n1C1CCN(C(=O)N2CCOCC2)CC1
36. COc1ccc(C(=O)COC(=O)CCN=C2NS(=O)(=O)c3ccccc32)cc1OC
37. COCCn1c(N2CCN(c3ccc(OC)cc3)CC2)nc2c1c(=O)n(C)c(=O)n2C
38. COc1cccc(/C=C2\SC(=S)N(c3cccnc3)C2=O)c1OC
39. Cc1cc(C)c(NC(=O)CN2C(=O)NC(CCc3ccccc3)C2=O)c(C)c1 (centres undefined)
40. COc1ccc(/C=N/NC(=O)CN(Cc2ccccc2)S(=O)(=O)c2ccc3c(c2)OCCO3)cc1

compound no.,33,34,35,36,37,38,39,40
Mdm2 ligase inh,-3,-3,-16,3,-12,-17,-10,0
NPY2 pot ag,20,7,22,-3,-16,-2,-7,-8
NPY1 pot ag,13,15,9,-13,-16,-7,-11,-8
p97 ATPase inh,-10,-1,2,1,-5,1,0,6
NPY-Y1 antag,-11,2,1,0,4,-1,-4,-3
Hck-Nef inh,65*,4,1,1,0,18,-6,-2
Runt-CBFb FRET,-4,-9,-3,-2,0,1,-1,1
Runt-SMMHC FRET,-14,3,-1,0,-9,3,1,-4
RBBP9 inh,-9,-1,-7,4,-3,-3,10,-7

41. O=C1c2[nH]nc(-c3ccccc3O)c2C(c2cccc(Cl)c2)N1Cc1ccco1 (centres undefined)
42. Cc1cccnc1NC(=O)Nc1cccs1
43. CCN(C1CCCCC1)S(=O)(=O)c1ccc(OC)c(C)c1
44. CC(=O)Oc1ccc(N(C(C)=O)S(=O)(=O)c2ccc(C)c([N+](=O)[O-])c2)cc1
45. COc1ccc(C(C#N)c2ccc(Cl)nn2)cc1 (centres undefined)
46. C=CCNC(=O)NC(=O)COC(=O)/C(C#N)=C/c1cc(C)n(CC(C)C)c1C
47. COc1cc(C(=O)N2CCN(c3ccc([N+](=O)[O-])cc3)CC2)ccc1OCc1c(C)noc1C
48. CN(C(=O)CO/N=C/c1ccc(OC(F)F)cc1)C1CCS(=O)(=O)C1 (centres undefined)

compound no.,41,42,43,44,45,46,47,48
Mdm2 ligase inh,-33,-6,-2,5,0,-8,-8,-9
NPY2 pot ag,-8,2,7,2,2,-1,-6,9
NPY1 pot ag,-3,-4,-12,-13,6,-6,-8,7
p97 ATPase inh,5,2,-2,3,4,1,-3,1
NPY-Y1 antag,-3,3,3,11,1,2,5,3
Hck-Nef inh,3,3,6,10,19,-1,1,25
Runt-CBFb FRET,2,4,0,0,3,-5,1,0
Runt-SMMHC FRET,5,-1,-2,5,0,0,-4,2
RBBP9 inh,-11,6,3,-1,-7,-3,3,0

49. O=C1c2oc3ccccc3c(=O)c2C(c2cccnc2)N1Cc1ccco1 (centres undefined)
50. CCOC(=O)CN1CCC(c2ccccc2)CC1
51. Cc1cc(NCCc2ccccc2F)n2ncnc2n1
52. O=C(COC(=O)COc1ccc(Cl)cc1)NCc1cccs1
53. COc1ccc(CNC(=O)c2cc(-n3cnnc3)ccc2Cl)cc1
54. CC(=O)N(C)c1ccc(NC(=O)Nc2ccc(C)cc2)cc1
55. COc1cccc(N(C(=O)C2COc3ccccc3O2)C(C(=O)NC2CCCCC2)c2ccc(O)cc2)c1 (centres undefined)
56. C=CCn1c(SC)nnc1C1COc2ccccc2O1 (centres undefined)
57. O=C(CN1CCN(c2ccccc2)CC1)Nc1c(C(=O)C2CC2)oc2ccccc12

compound no.,49,50,51,52,53,54,55,56,57
Mdm2 ligase inh,-7,-30,-14,10,3,-16,-2,8,-6
NPY2 pot ag,0,3,-2,-14,5,2,3,-7,9
NPY1 pot ag,-3,-5,16,-2,8,0,-9,-1,-28
p97 ATPase inh,1,-3,5,4,7,1,9,-4,0
NPY-Y1 antag,-6,2,1,11,-1,2,3,3,2
Hck-Nef inh,1,-30,18,6,-1,3,3,14,3
Runt-CBFb FRET,2,-1,1,1,-2,3,-3,-2,-5
Runt-SMMHC FRET,-1,-2,-2,2,3,0,-3,2,-2
RBBP9 inh,-2,-6,1,1,3,-5,-4,2,-4

Bioassay records from PubChem.
